High-throughput results deposited in PubChem BioAssay by The Scripps Research Institute Molecular Screening Center.
GPR151 activ: activators of human GPR151, primary screen, cell-based, PathHunter beta-arrestin, luminescence; activation, % at 11.2 µM; hit rate 1% among 650,000; PathHunter beta-arrestin GPR151 cells; AID 1508602, 2020; in the data active means activation above about 4.9%;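 further: 0% = median of compound wells and 100% = cells with positive control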
FBW7 act: FBW7 E3 ligase activators, primary screen, biochemical, AlphaScreen, human. AID 1259310, 2017. F-box/WD repeat-containing protein 7 (Homo sapiens), Q969H0. normalized activity (activation), % at 26.1 µM. hit rate 0.13% among 650,000. AlphaScreen FBW7–phospho-cyclin E peptide binding, activator screen; in the data active means normalized activity above about 1.9%;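 further: purified mutant Fbw7 with reduced substrate affinity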
Target sequence (Q969H0 whole entry, looked up): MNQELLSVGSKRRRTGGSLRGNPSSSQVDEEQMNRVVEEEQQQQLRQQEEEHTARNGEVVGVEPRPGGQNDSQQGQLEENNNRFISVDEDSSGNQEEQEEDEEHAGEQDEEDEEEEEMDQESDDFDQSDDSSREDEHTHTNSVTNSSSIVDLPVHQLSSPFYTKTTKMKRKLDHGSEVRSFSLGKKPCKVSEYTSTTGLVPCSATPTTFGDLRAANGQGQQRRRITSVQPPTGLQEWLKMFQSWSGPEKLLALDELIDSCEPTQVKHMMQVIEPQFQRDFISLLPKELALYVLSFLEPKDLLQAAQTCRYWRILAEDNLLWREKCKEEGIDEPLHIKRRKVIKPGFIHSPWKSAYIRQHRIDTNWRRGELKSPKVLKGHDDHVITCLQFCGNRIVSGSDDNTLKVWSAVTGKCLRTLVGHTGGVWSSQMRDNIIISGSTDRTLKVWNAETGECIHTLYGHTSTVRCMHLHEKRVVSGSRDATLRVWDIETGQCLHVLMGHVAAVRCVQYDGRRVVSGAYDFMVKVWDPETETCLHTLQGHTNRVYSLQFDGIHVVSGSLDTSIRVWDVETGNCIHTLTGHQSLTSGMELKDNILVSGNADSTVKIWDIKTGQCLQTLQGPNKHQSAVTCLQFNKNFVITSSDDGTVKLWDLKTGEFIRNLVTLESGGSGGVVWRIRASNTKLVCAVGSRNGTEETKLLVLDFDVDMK
MITF inh: MITF inhibitors, primary screen, biochemical, AlphaScreen, human; Microphthalmia-associated transcription factor (Homo sapiens), O75030; inhibition, % at 2.6 µM; AlphaScreen MITF homodimerization, bead proximity signal; hit rate 0.91% among 650,000; AID 1259374, 2018; in the data active means inhibition above about 50%;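 further: 0% = vehicle wells with protein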
TEAD-YAP inh: TEAD-YAP interaction inhibition, primary screen, TEAD-YAP interaction inhibitor project, luminescence, HEK-TIYL cells | hit rate 1.4% among 640,000 | TEAD-Gal4/YAP UAS-luciferase luminescence | inhibition, % at 9.12 µM | AID 1259422, 2018; in the data active means inhibition above about 32%;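 further: 0% = median of test compound wells and 100% = reference inhibitor wells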
* marks the source's active call; other numbers are inactive results.

Results follow in this order: GPR151 activ	FBW7 act	MITF inh	TEAD-YAP inh
- Cc1ccc(N(CCCCN2C(=O)c3ccccc3C2=O)C(=O)c2ccccc2)cc1
→ 0.3	0.1	12.4	12.9
- CCCC(C)NC(=O)COc1ccc(Cl)cc1Cl (stereo unspecified)
→ 1.8	-0.3	-14.4	-10.1
- O=C(O)CNC(=O)/C(=C\c1ccco1)NC(=O)c1ccccc1
→ -0.8	0.3	6.4	2.7
- O=C(NS(=O)(=O)c1ccc2ccccc2c1)c1ccccc1
→ 0.1	-0.1	-6.0	3.7
- COc1ccc(OCC(=O)N2CCN(C(=O)c3ccccc3)CC2)cc1
→ 8.4*	-0.1	9.0	-2.8
- COc1ccc(Br)cc1S(=O)(=O)Nc1ncccc1C
→ -1.3	0.3	4.5	1.8
- CCCNC(=O)c1csc(Nc2ccc3ncccc3c2)n1
→ 3.7	0.0	13.4	-15.6
- CC(=O)NCc1cccc(CNC(C)=O)c1
→ 0.2	-0.1	6.6	-2.0
- Fc1ccc(Nc2ncnc3ccc(Br)cc23)cc1
→ 0.4	0.3	15.0	20.0
- COc1ccc(C(=O)Nc2ccc3c(c2)C(=O)NC3=O)cc1
→ -1.1	-0.1	-5.9	3.6
- C=CCN(CC=C)S(=O)(=O)c1ccc(C(=O)Nc2sc3c(c2C(N)=O)CCCCC3)cc1
→ -1.1	0.6	9.9	3.2
- CC(=O)c1ccc(NC(=O)N2CCN(Cc3ccc4c(c3)OCO4)CC2)cc1
→ 4.4	0.1	1.9	-11.3
- COc1ccc(Br)cc1CNC(=O)Cn1ncn2cccc2c1=O
→ -2.2	-0.1	-2.1	-18.2
- O=C(C1CC12CCN(C1CCSCC1)CC2)N1CCN(Cc2ccccc2)CC1 (stereo unspecified)
→ 0.3	0.0	12.8	-0.6
- COc1ccc(-c2noc(NCc3ccco3)n2)cc1OC
→ -1.5	0.0	-0.3	-24.9
- Nc1nonc1-c1noc(-c2ccco2)n1
→ -2.2	0.0	-13.3	-9.3
- COc1cc([N+](=O)[O-])ccc1NC(=S)N1CCN(c2ccc(C(C)=O)cc2)CC1
→ 7.3*	-0.4	-5.8	0.3
- N#CC1=C(N)N(c2sc3c(c2C#N)CCCCC3)C2=C(C(=O)CCC2)C1c1cccs1 (stereo unspecified)
→ 2.4	-0.1	-5.0	52.7*
- CCc1ccccc1NC(=O)c1ncn[nH]1
→ 0.2	-0.4	1.9	-5.9
- COc1ccc(C(=O)NCc2ccc(S(N)(=O)=O)cc2)c(OC)c1
→ -0.3	0.1	-9.9	-3.5
- O=C1NC2(CCN(C(=O)c3nccc4ccccc34)CC2)Oc2ccccc21
→ -0.6	-0.1	15.2	0.2
- COc1ccc(NC(=O)CSc2nncn2-n2cccc2)cc1
→ 0.9	0.0	-2.4	6.2
- O=c1c2sc3ccc([N+](=O)[O-])cc3c2[nH]c(=S)n1Cc1ccco1
→ 3.3	0.1	4.4	0.5
- CCOc1ccc(N2CC(O)(c3ccc(OC)cc3)[N+]3=C2CCCC3)cc1 (stereo unspecified)
→ -0.6	-0.1	4.4	10.9
- Cc1ccc(NC(=O)CCCCCN2C(=O)CCC2=O)c([N+](=O)[O-])c1
→ 1.5	-0.1	-5.2	4.8
- O=C(NCC1Cc2cccc(-c3cncnc3)c2O1)c1cccc(Cn2cccn2)c1 (stereo unspecified)
→ 0.5	0.1	-8.6	-18.1
- COc1cccc2c1OCC(CN1CCN(CCC(C)C)C(CCO)C1)=C2 (stereo unspecified)
→ -1.4	0.5	7.5	18.8
- CCC(=O)Oc1ccc(N2C(=O)c3ccc(C(=O)O)cc3C2=O)cc1
→ -2.9	-0.1	-7.9	2.8
- Cc1ccc2c(=O)c(CN(C)Cc3ccccc3)c(C)[nH]c2c1C
→ 0.3	-0.1	-3.7	3.6
- CN(C)c1ccc(/C=C(/NC(=O)c2ccccc2)C(=O)Nc2cccc(Br)c2)cc1
→ -0.7	-0.1	-2.8	3.3

Results follow in this order: GPR151 activ	FBW7 act	MITF inh	TEAD-YAP inh
- Cc1ccc(NC(=O)Cn2cncc(C)c2=O)cc1F
→ 0.5	-0.1	-4.0	3.2
- Nc1ccccc1-c1nnn(CC(=O)N2CCCc3ccccc32)n1
→ -0.5	0.1	9.9	-7.5
- CN1C(=O)C(=Cc2ccccc2OCC(=O)Nc2ccccc2)C(=O)N(C)C1=S
→ -2.5	0.8	6.2	-13.0
- Cc1ccc(CN2CCc3nnc(CCNC(=O)Cc4ccc(F)cc4)n3CC2)cc1
→ 3.9	-0.1	-9.8	-2.8
- COC(=O)Cc1c(C)c2ccc(OCC(=O)Nc3ccc(C)cc3)cc2oc1=O
→ -0.5	0.1	8.5	7.8
- Cc1cccc(NC2SC(=O)N(C)C2=O)c1 (stereo unspecified)
→ -0.4	0.9	2.0	2.8
- C=CCn1c(=O)c2ccccc2n2c(SCC(=O)Nc3sccc3C(N)=O)nnc12
→ 0.3	0.0	4.8	1.5
- CCOC(=O)c1ccc(-c2ccc(C3CC(=O)Nc4cc5c(cc43)OCO5)o2)cc1 (stereo unspecified)
→ 1.7	-0.2	10.2	-13.3
- O=[N+]([O-])c1cnn(-c2nc(-c3ccco3)cc(C(F)(F)F)n2)c1
→ -0.3	0.0	1.5	-5.0
- COC(=O)Cn1c(=NC(=O)c2ccc(N(C)C)cc2)sc2cc(OC)ccc21
→ -1.9	0.1	-1.3	-6.6
- O=C(Nc1ccc(N2CCC(NCCN3CCOCC3)CC2)cc1)c1cnccn1
→ -0.3	-0.4	-13.5	-7.8
- Cn1cc(S(=O)(=O)Oc2ccc(Cl)cc2Cl)c(=O)n(C)c1=O
→ 1.3	-0.1	-1.1	-2.5
- CCCC(CC)CNc1ncnc(N)c1[N+](=O)[O-] (stereo unspecified)
→ -0.4	-0.1	-4.1	1.4
- COC(=O)C1=C(C)N(C)C(=O)/C1=C\c1ccc(F)cc1
→ -0.5	-0.3	3.0	-1.1
- Cc1nc2cc(C(=O)N3CCc4ccccc43)ccc2n1-c1ccc(F)c(F)c1
→ -0.2	0.6	10.8	4.6
- O=S(=O)(c1ccc2ccccc2c1)N1CCC(c2nc3ccccc3[nH]2)CC1
→ -1.3	-0.1	10.4	10.1
- O=C1CCC(NC(c2ccccc2)c2ccccc2)CCN1Cc1cccnc1 (stereo unspecified)
→ 0.8	-0.1	-1.5	-10.2
- COc1ccc(CNC(=O)Cc2cn(C)c3ccccc23)c(OC)c1
→ -0.1	-0.1	-0.1	-9.5
- COc1ccc(Nc2ccc(-c3ccccc3Cl)cn2)cn1
→ -0.9	-0.5	-7.7	-2.2
- Cc1cc(S(=O)(=O)N2CCCC(C(=O)Nc3ccc(C(=O)O)cc3)C2)ccc1Cl (stereo unspecified)
→ -0.3	0.1	-19.6	-4.1
- COc1ccc(/C=C(\NC(=O)c2ccc(C)cc2)C(=O)NC(CC(C)C)C(=O)O)cc1 (stereo unspecified)
→ -0.2	0.1	6.6	1.9
- O=C1CCCCC1C(O)c1ccc(Br)cc1 (stereo unspecified)
→ 2.0	0.0	-5.2	0.1
- COc1ccccc1C1CN(CCO)Cc2ccccc2O1 (stereo unspecified)
→ -0.1	-0.1	-6.4	0.0
- CCN(CC)S(=O)(=O)c1ccc(C(=O)N=c2sc3cc([N+](=O)[O-])ccc3n2C)cc1
→ 0.7	-0.1	12.1	0.3
- COc1cccc(CN2CCC(C3(CCc4ccccc4)NC(=O)NC3=O)CC2)c1OC (stereo unspecified)
→ -1.1	0.0	10.2	5.8
- CCC(=O)Nc1nc(-c2ccc(OC)c(OC)c2)cs1
→ -1.6	0.0	3.0	-21.9
- CSCC(=O)NCC1Cc2c(F)ccc(-c3nc(C)cnc3C)c2O1 (stereo unspecified)
→ 0.7	0.0	7.7	-1.6
- COc1ccc(OC)c2c(=O)cc(C(=O)O)oc12
→ 1.1	0.7	9.9	3.2
- O=C(c1ccc2c(c1)N(Cc1ccccc1)C(=O)CS2)N1CCC2(CC1)OCCO2
→ -0.5	0.1	4.7	3.8
- Cc1ccc(O)c(NC(=O)C2CCCCC2)c1
→ -0.2	0.0	10.3	-15.2

Results follow in this order: GPR151 activ	FBW7 act	MITF inh	TEAD-YAP inh
- CC(C)NC(=O)CSc1nnc2c3cc(F)ccc3n(C)c2n1
→ -0.5	0.2	11.5	4.1
- O=C(Oc1c(Br)cc([N+](=O)[O-])cc1Br)c1cccnc1
→ 1.4	0.0	13.7	7.6
- O=c1/c(=C/c2ccco2)sc2nc(-c3cccs3)nn12
→ 1.7	0.0	13.2	-0.9
- COc1cccc(CN2CCN(C(=O)c3ccc(Cl)nc3)[C@@H](C)C2)c1
→ -0.1	0.0	2.6	-2.2
- COc1ccc(CNC(=O)Cn2cnc3c(oc4ccccc43)c2=O)cc1
→ -1.1	0.3	-18.3	2.7
- O=C(N/N=C/c1ccc(-c2ccccc2)cc1)c1ccccc1O
→ 1.0	-0.3	16.0	-6.1
- O=C(NC1CCCCC1)NC1(C(=O)NC2CCN(Cc3ccccc3)CC2)CCCCC1
→ 0.7	-0.1	-6.4	-25.9
- CCOc1ccc(N(C)S(=O)(=O)c2ccc3[nH]cc(C(=O)NCCOC)c(=O)c3c2)cc1
→ 1.7	-0.2	6.7	12.4
- O=C(NCCN1CCOCC1)c1cn(-c2ccc(Cl)cc2)c(=O)c2ccccc12
→ -0.3	-0.1	4.8	9.0
- CCOCCCNC(=S)N1CCC(C(=O)c2ccc(C)cc2)CC1
→ 0.7	-0.1	10.4	-1.9
- Cc1ccc2nc(COc3ncnc4c(Cl)cc(Cl)cc34)cc(=O)n2c1
→ 1.4	0.3	15.1	-7.2
- CCOC(=O)C1=C(C)N=c2s/c(=C/c3ccc(-c4ccc(Cl)c(C(=O)O)c4)o3)c(=O)n2C1c1cccs1 (stereo unspecified)
→ 0.6	0.1	6.3	-1.7
- COc1ccc(N2CCN(c3ncnc4sc(C(=O)Nc5cc(OC)ccc5OC)c(C)c34)CC2)cc1
→ 1.1	0.0	-2.6	-8.5
- CCOC(=O)c1c(NC2=NS(=O)(=O)c3ccccc32)sc2c1CCC(C)C2 (stereo unspecified)
→ 0.9	0.3	-7.7	1.0
- CCCCOc1ccc(/C=C2N=C(/C=C/c3ccc(C)cc3)OC\2=O)cc1
→ -0.3	0.3	17.1	-1.4
- COC(=O)c1sc(NC(=O)C2CC3CCC2C3)c(C(N)=O)c1C (stereo unspecified)
→ -0.8	0.1	-6.0	-8.1
- COc1ccc(CN(CC(=O)NCCC(C)C)C(=O)c2snc(C(N)=O)c2N)cc1
→ -0.8	0.0	15.5	5.7
- COc1cc(/C=N/NS(=O)(=O)c2ccc(C(C)(C)C)cc2)cc([N+](=O)[O-])c1O
→ 0.9	0.0	10.5	7.5

Molecules shown so far that have a thiophene ring, fused or not (9):
Results follow in this order: GPR151 activ	FBW7 act	MITF inh	TEAD-YAP inh
- C=CCN(CC=C)S(=O)(=O)c1ccc(C(=O)Nc2sc3c(c2C(N)=O)CCCCC3)cc1
→ -1.1	0.6	9.9	3.2
- N#CC1=C(N)N(c2sc3c(c2C#N)CCCCC3)C2=C(C(=O)CCC2)C1c1cccs1 (stereo unspecified)
→ 2.4	-0.1	-5.0	52.7*
- O=c1c2sc3ccc([N+](=O)[O-])cc3c2[nH]c(=S)n1Cc1ccco1
→ 3.3	0.1	4.4	0.5
- C=CCn1c(=O)c2ccccc2n2c(SCC(=O)Nc3sccc3C(N)=O)nnc12
→ 0.3	0.0	4.8	1.5
- O=c1/c(=C/c2ccco2)sc2nc(-c3cccs3)nn12
→ 1.7	0.0	13.2	-0.9
- CCOC(=O)C1=C(C)N=c2s/c(=C/c3ccc(-c4ccc(Cl)c(C(=O)O)c4)o3)c(=O)n2C1c1cccs1 (stereo unspecified)
→ 0.6	0.1	6.3	-1.7
- COc1ccc(N2CCN(c3ncnc4sc(C(=O)Nc5cc(OC)ccc5OC)c(C)c34)CC2)cc1
→ 1.1	0.0	-2.6	-8.5
- CCOC(=O)c1c(NC2=NS(=O)(=O)c3ccccc32)sc2c1CCC(C)C2 (stereo unspecified)
→ 0.9	0.3	-7.7	1.0
- COC(=O)c1sc(NC(=O)C2CC3CCC2C3)c(C(N)=O)c1C (stereo unspecified)
→ -0.8	0.1	-6.0	-8.1

Compound profiles (already shown):
Shown for Cc1ccc2nc(COc3ncnc4c(Cl)cc(Cl)cc34)cc(=O)n2c1 = GPR151 activ = 1.4; FBW7 act = 0.3; MITF inh = 15.1; TEAD-YAP inh = -7.2
Shown for CCOC(=O)C1=C(C)N=c2s/c(=C/c3ccc(-c4ccc(Cl)c(C(=O)O)c4)o3)c(=O)n2C1c1cccs1 (stereo unspecified) = GPR151 activ = 0.6; FBW7 act = 0.1; MITF inh = 6.3; TEAD-YAP inh = -1.7
